Bioassay records from PubChem.
Tat export inh = blocks Tat-dependent protein export in E. coli; E. coli MC4100 TorA-mCherry Tat export, fluorescence; inhibition, % at 10 µM; 340,000 compounds, 0.036% hits;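 active means mean replicate inhibition at least 50% and at least half of replicates individually reaching 50%; inconclusive means only one of the two criteria met; inactive means neither criterion met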;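 further: exported cargo escapes ClpAP degradation while cytoplasmic cargo is degraded and loses fluorescence; 0% = median of neutral control wells and 100% = median of NaSCN control wells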
Rtt109 HAT inh = blocks Candida albicans Rtt109/Vps75 acetyltransferase activity; AID 540336; Q5AAJ8; inhibition, % at 34.9 µM; purified Rtt109/Vps75, ThioGlo CoA-SH fluorescence, 4 h; 330,000 compounds, 0.16% hits;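 active means inhibition of at least 50% in every replicate; inconclusive means best replicate reaches 50% inhibition but some replicates fall short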
Target sequence (Q5AAJ8 whole entry, looked up): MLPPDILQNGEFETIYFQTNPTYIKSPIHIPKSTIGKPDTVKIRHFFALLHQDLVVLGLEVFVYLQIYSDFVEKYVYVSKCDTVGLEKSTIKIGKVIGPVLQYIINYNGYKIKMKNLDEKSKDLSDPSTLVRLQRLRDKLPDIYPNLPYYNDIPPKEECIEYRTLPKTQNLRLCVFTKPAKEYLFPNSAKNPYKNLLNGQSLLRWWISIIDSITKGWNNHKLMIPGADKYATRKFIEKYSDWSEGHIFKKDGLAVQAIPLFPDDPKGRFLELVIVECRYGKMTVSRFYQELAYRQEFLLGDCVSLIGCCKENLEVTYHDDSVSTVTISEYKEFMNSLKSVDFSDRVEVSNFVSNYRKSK
AddAB inh = less growth of phage-infected E. coli with AddAB. E. coli expressing H. pylori AddAB, absorbance growth. 330,000 compounds, 0.29% hits. inhibition, % at 11.9 µM. AID 435030; in the data active means inhibition above about 12%;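 further: 0% = vehicle wells of infected cells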
CAL PDZ FP = blocks peptide binding to human CAL PDZ domain | purified CAL PDZ, TMR-peptide fluorescence polarization, 1 h | inhibition, % at 20 µM | 330,000 compounds, 0.02% hits;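 active means highest replicate inhibition of at least 40%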;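 further: plate controls were DMSO neutral control wells for no effect and unlabeled competitor peptide control wells for full effect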
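Assay system – tagged CAL PDZ protein CerCALP, purified · Timing – 1 h at RT · Compound – single point, 20 µM · Measured by – fluorescence polarization from S- and P-plane intensities, G-factor corrected · Evaluation – inhibition from polarization loss · Probe or stimulus – TMR reporter peptide T*-PRC34 · Buffer or medium – pH 7.4 phosphate-saline buffer, reducing agent, detergent, IgG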
PvdQ inh = blocks Pseudomonas aeruginosa PvdQ acylase activity. purified PvdQ acylase, fluorescence plate reader. inhibition, % at 10 µM. 340,000 compounds, 0.063% hits; in the data active means inhibition above about 30%, passing the limit was not always enough; inconclusive means no clear call, values can overlap the other calls;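 further: 0% = vehicle neutral wells and 100% = reference inhibitor wells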
PfHsp90 yeast 2 = inhibits growth of yeast expressing Plasmodium falciparum Hsp90; S. cerevisiae expressing PfHsp90, BacTiter-Glo ATP, 48 h; yeast lacking PDR1 and PDR3 efflux regulators; inhibition, % at 9.4 µM; 310,000 compounds, 0.32% hits;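 active means every replicate shows inhibition above about 80%, whatever the replicate mean, limit read from the data; inconclusive means mean inhibition reaches the set limit but some replicate falls short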;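 further: 0% = DMSO neutral controls and 100% = 20 µM radicicol positive controls; yeast relying on Plasmodium falciparum Hsp90 in place of its own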
Wnt bcat act = activators of Wnt/beta-catenin signaling; activation, % at 9.35 µM; 300,000 compounds, 1.2% hits; Wnt/beta-catenin reporter cell assay, activator, plate reader; in the data active means activation above about 30%, passing the limit was not always enough; inconclusive means no clear call, values can overlap the other calls;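 further: 0% = neutral control wells and 100% = positive control wells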
phage Ecoli inh = E. coli growth loss with phage present; growth absorbance; AID 651602; 360,000 compounds, 0.26% hits; inhibition, % at 11.9 µM; in the data active means inhibition above about 11%
DAGLB inh = diacylglycerol lipase beta (human) inhibition | Q8NCG7 | 340,000 compounds, 0.059% hits | HEK293T DAGLB membrane lysate, EnzChek fluorogenic substrate | inhibition, % at 5.17 µM | AID 504411; in the data active means inhibition above about 34%;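 further: 0% = enzyme with vehicle and 100% = wells lacking enzyme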
Target sequence (Q8NCG7 whole entry, looked up): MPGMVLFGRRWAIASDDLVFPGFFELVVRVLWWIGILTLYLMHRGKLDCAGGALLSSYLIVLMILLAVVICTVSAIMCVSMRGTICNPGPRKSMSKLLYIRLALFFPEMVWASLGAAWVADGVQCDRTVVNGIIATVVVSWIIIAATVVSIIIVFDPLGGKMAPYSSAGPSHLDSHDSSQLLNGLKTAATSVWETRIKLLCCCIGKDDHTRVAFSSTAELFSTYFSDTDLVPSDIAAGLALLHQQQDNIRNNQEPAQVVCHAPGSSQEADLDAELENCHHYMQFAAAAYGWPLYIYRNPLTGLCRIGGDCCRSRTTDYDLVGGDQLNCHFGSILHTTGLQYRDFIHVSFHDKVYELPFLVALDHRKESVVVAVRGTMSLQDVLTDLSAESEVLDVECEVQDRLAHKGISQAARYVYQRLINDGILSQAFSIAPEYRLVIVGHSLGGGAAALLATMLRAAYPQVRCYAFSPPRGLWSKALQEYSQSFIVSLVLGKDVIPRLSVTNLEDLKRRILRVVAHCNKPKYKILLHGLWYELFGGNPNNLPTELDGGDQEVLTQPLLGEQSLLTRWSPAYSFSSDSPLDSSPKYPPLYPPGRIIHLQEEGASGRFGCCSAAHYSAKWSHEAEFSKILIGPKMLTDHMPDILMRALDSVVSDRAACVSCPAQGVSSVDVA
E coli growth = bacterial growth inhibition, counter-screen for AddAB inhibitors. E. coli V3065 growth, OD600 absorbance, 18 h. inhibition, % at 11.9 µM. 330,000 compounds, 0.27% hits. AID 449728;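 active means inhibition above the campaign's mean inhibition across all tested compounds plus 3 SD, cut at about 9.9% in these data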;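 further: uninfected addAB+ strain grown without phage in ampicillin broth; 0% = DMSO wells and 100% = ciprofloxacin 0.95 µg/ml wells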
* marks the source's active call; other numbers are inactive results; u = inconclusive; x = not tested or not shown.

SMILES	Tat export inh	Rtt109 HAT inh	AddAB inh	CAL PDZ FP	PvdQ inh	PfHsp90 yeast 2	Wnt bcat act	phage Ecoli inh	DAGLB inh	E coli growth
COc1ccc(OC)c(NC(=O)CCCCCn2nnc3ccccc3c2=O)c1	6.2	11.5	1.1	-0.2	8.3	15.1	-3.2	1.1	-2.7	-1.2
CN1CCN(NC(=O)Nc2cccc(F)c2)CC1	-2.8	20.4	-0.6	-1.1	3.4	-3.6	1.7	2.5	-2.1	-0.1
Cc1cccc(Nc2nnc(SCC(=O)c3c(N)n(C4CC4)c(=O)[nH]c3=O)s2)c1	-10.5	6.9	2.2	0.0	u	-2.4	0.9	-0.1	2.6	-0.3
O=C(NCCc1nc2ccccc2[nH]1)/C(=C/c1ccc(F)cc1)NC(=O)c1ccco1	-5.9	-4.0	0.1	0.0	-10.3	-4.2	2.2	-1.8	0.3	-1.0
N#CCSc1ccsc1C(=O)Nc1ccc(F)cc1	15.4	7.6	-0.3	-3.7	7.5	-18.9	x	2.0	1.0	0.6
Cc1c(Cl)cccc1NCC(=O)Nc1ccc(Cl)cc1F	1.0	0.8	3.8	-0.1	-6.8	0.0	x	5.4	-6.2	2.9
O=C(CSc1ccc(S(=O)(=O)N2CCCCC2)cn1)Nc1ccccc1Br	-8.6	4.4	1.3	0.2	-7.5	-8.1	-2.9	1.0	-2.8	-0.9
O=C1C=C(c2cccc3c2Oc2ccccc2S3)C[C@@H](c2ccc(Cl)cc2)C1	10.9	0.2	1.2	-0.7	-13.2	x	-7.0	1.8	-18.9	-0.6
COc1cc(/C=C/C(=O)N[C@@H](Cc2c[nH]c3ccccc23)C(=O)O)ccc1O	-9.1	0.9	-1.4	-1.6	-8.6	-10.5	-0.4	5.4	-0.6	-0.4
CCn1c(SC(C)C)nnc1-c1c[nH]c2ccccc12	1.4	-25.5	2.9	1.5	-3.4	-14.0	3.5	5.3	2.3	0.4
Cc1cc(C(=O)OCC(=O)NCc2ccco2)c(C)n1-c1ccc(F)cc1	4.5	-5.8	-1.6	0.0	0.4	13.0	x	2.6	-0.6	2.4
O=C(CCC1CCCC1)N1CCC(N2CCCCCC2)CC1	-0.8	0.9	2.7	-2.3	-6.2	-14.1	-2.2	0.8	-2.6	4.1
Cc1ccccc1C(=O)NC(=S)Nc1ccccc1[N+](=O)[O-]	-3.6	0.7	3.4	-3.1	-0.5	-14.6	x	x	-2.4	1.2
CC(C)(C)c1ccc(NC(=O)c2cc[n+]([O-])cc2)cc1	5.4	-2.5	0.3	1.3	-11.3	-13.9	-1.4	1.7	-0.1	-2.3
CC(=O)NS(=O)(=O)c1ccc(NC(=O)C(Sc2ccccc2)c2ccccc2)cc1 (stereo not given)	-4.8	1.6	3.6	-1.1	-0.1	x	x	1.0	1.5	-0.1
CC(C)c1ccccc1NC(=S)NN(Cc1ccccc1)c1ccccc1	7.9	x	0.2	-2.8	-14.5	22.5	-5.7	1.2	-2.9	0.8
CCOc1cc(CNCc2cccnc2)cc(Br)c1OCC(N)=O	-6.6	-3.2	1.0	0.0	-1.7	9.4	0.4	0.8	-3.9	-1.4
Cc1cc(C(=O)COc2cc(F)ccc2[N+](=O)[O-])c(C)n1C1CC1	3.0	-3.2	0.8	-0.8	-6.3	x	5.5	-0.1	-3.2	1.4
CCOc1cc(S(=O)(=O)N2CCOCC2)ccc1F	4.6	-3.2	1.8	-0.5	-8.0	-7.1	x	-1.7	3.6	1.4
COc1cc(O)c2c(c1)OC(C)(C)CC2=O	-7.5	-0.7	-1.1	-2.6	-11.7	30.9	-5.1	5.0	-2.5	0.0
N/C(=N\N=C\c1ccco1)SC1CC(=O)N(c2ccccc2)C1=O (stereo not given)	-3.7	-3.6	3.6	-0.4	-1.8	-8.0	-0.5	2.5	0.3	-1.9
Cn1c(=O)oc2cc(S(=O)(=O)N3CCCC(C(=O)N4CCc5ccccc5C4)C3)ccc21 (stereo not given)	-3.0	6.0	2.4	-1.2	-15.7	-19.0	-3.3	2.2	-3.7	-1.4
CCCCN(C(=O)NC(=O)Nc1c(C)cc(C)cc1C)S(C)(=O)=O	-4.7	x	-1.3	-2.1	-23.7	7.7	-2.0	-0.1	-1.5	-1.2
O=C(CSCc1ccc([N+](=O)[O-])cc1)NC1CC1	0.1	3.5	0.7	-3.5	-8.8	-47.3	-11.8	1.0	2.5	0.6
Nc1ccc2c(c1)Cc1c(F)cccc1-2	1.6	3.3	x	-5.0	-1.9	x	x	x	4.0	x
CN(C)CCNC(=O)c1cc2c(=O)n(C)c3ccccc3c2n1C	-8.8	-6.0	4.1	-0.3	-16.3	12.3	-1.3	0.6	-2.8	4.0
Cn1c(N)c(C(=O)COC(=O)CSc2ccc3ccccc3c2)c(=O)n(C)c1=O	3.7	x	-0.4	-3.7	3.4	4.6	x	4.6	-3.1	-1.6
O=C1c2ccccc2-c2nc3ccccc3cc21	2.3	4.0	2.1	-0.2	21.3	-33.1	58.8*	3.8	-3.7	-2.2
CN(C)S(=O)(=O)N1CCN(C(=O)c2ccccc2Cl)CC1	4.9	4.2	1.6	-1.2	-5.7	-5.1	x	1.8	1.2	1.9
Cc1ccsc1C(=O)OCC(=O)c1ccc(OC(F)F)cc1	10.4	-10.5	3.2	-0.8	-3.6	-14.1	3.8	1.8	-1.7	1.8
COC(=O)Cn1cc(C(=O)c2ccco2)c2ccccc21	-3.2	4.3	0.4	-2.2	-11.4	-8.5	-2.4	1.2	-0.1	-0.9
CSc1ccc(Cl)c(C(=O)Nc2cc(S(=O)(=O)N3CCOCC3)ccc2N2CCOCC2)c1	-3.6	17.6	-2.1	0.0	2.6	x	-2.0	1.8	0.8	0.4
COCCn1nnnc1C(c1ccccn1)N1CCN(c2cccc(C)c2C)CC1 (stereo not given)	-9.2	-0.7	-0.2	-2.1	-9.3	-2.2	x	2.3	-0.4	-1.1
CCOC(=O)c1ccccc1NC(=O)CSc1nnnn1C	4.1	19.9	2.7	-1.8	5.0	8.3	-0.7	3.9	-1.3	-0.3
CCCS(=O)(=O)c1c(S(=O)(=O)CCC)c2c3ccccc3ccn2c1C(=O)OC	-3.1	-10.6	2.0	-0.9	-8.1	-55.7	-4.7	0.9	-1.9	-2.4
NS(=O)(=O)c1ccc(NC(=O)COC(=O)/C(=C/c2cccs2)c2cccs2)cc1	-0.3	12.0	-2.8	-2.6	-1.4	15.9	-1.1	-0.2	2.3	-2.8
CN(C)c1cccc(C(=O)OCC(=O)N(C)c2ccccc2)c1	-1.6	-4.6	5.1	0.7	-8.3	-74.7	-1.7	3.0	0.5	-0.8
COc1ccc(C2Nc3ccccc3NC3=C2C(=O)CC(C)(C)C3)cc1 (stereo not given)	-4.5	2.0	-0.2	-6.3	-6.2	-4.4	0.3	0.6	-6.1	1.1
COc1cc(-c2noc(C)c2/C=C/c2ccc(C(=O)O)cc2)cc(OC)c1OC	-1.0	-1.7	2.4	-0.9	-4.3	-6.9	0.8	-2.2	4.3	1.6
COc1ccc(NC(=O)CCCn2c(=O)c3sccc3n(Cc3ccccc3)c2=O)cc1	-3.0	-8.3	-0.7	0.0	-11.4	1.9	-2.6	1.9	-1.0	0.3
ONC(=Nc1ccc(Cl)cc1)c1ccccc1Cl	-1.5	-1.4	0.7	-3.6	-13.2	5.7	-4.2	2.6	0.1	0.7
Cc1ccc(C)c(NC(=O)CCc2nnc3ccc(NCc4ccco4)nn23)c1	2.1	-2.1	2.1	-3.3	-6.5	-15.6	0.2	2.4	1.1	-4.6
CCN(C(=O)CN1CCN(S(=O)(=O)c2ccccc2C(F)(F)F)CC1)c1c(N)n(Cc2ccccc2)c(=O)[nH]c1=O	-11.3	13.4	0.8	0.3	2.6	27.2	-7.9	2.0	-1.9	-0.7
Cn1cc(CNCCCn2ncc3ccccc32)c(-c2ccccc2F)n1	-2.0	-3.1	1.8	0.0	-11.7	2.2	5.8	1.1	1.1	1.6
COc1ccccc1C(=O)N1CCN(CCc2ccccc2)CC1	-3.4	4.0	1.2	-0.5	-3.0	x	x	2.4	1.1	-2.1
Cc1ccc(N(CC(=O)NCc2ccccc2)C(=O)c2csnn2)c(C)c1	-0.9	0.1	4.3	-4.5	-9.7	5.7	0.4	-0.1	-0.8	1.3
CCc1nnc(NC(=O)C2CCCCC2)s1	1.3	-2.9	0.2	-1.0	8.8	-8.4	x	4.3	-2.0	0.8
O=C(CNc1cccc(S(=O)(=O)N2CCCC2)c1)Nc1ccc(F)c(F)c1	1.9	5.2	3.3	-1.7	12.9	-0.3	-2.8	1.7	0.1	4.1
CC12CCC(C3NC(=S)NN=C31)C2(C)C (stereo not given)	-3.3	-5.7	x	0.0	-15.9	-4.6	-3.4	2.7	-1.2	x
CC(C)c1csc(CN2CCN(CCc3ccccc3)C(CCO)C2)n1 (stereo not given)	6.4	1.3	1.2	-2.4	-11.9	1.4	-1.5	4.3	-3.8	1.1
O=C(Nc1cccc(N=Cc2cc(Cl)cc(Br)c2O)c1)c1ccco1	4.0	0.8	0.6	1.3	-8.4	42.7	4.5	3.6	15.8	0.0
Clc1cccc(CNCCCSc2ncccn2)c1	-0.8	-2.7	-1.0	-0.1	u	-18.4	-0.1	0.2	0.8	-2.5
O=C(O)CCn1c(C(=O)O)cc2sccc21	-6.4	5.9	3.9	-2.8	15.9	-6.7	x	2.1	2.4	2.6
c1ccc(-n2nnc(-c3cccnc3)n2)cc1	-5.2	1.8	1.9	-0.7	12.3	-3.5	27.6	1.8	-9.6	-0.5
CCC(C)(C)NC(=O)C(OC(=O)c1ccco1)c1ccc(OC)cc1 (stereo not given)	1.9	-4.5	1.9	0.9	-2.6	-9.3	1.2	-0.8	-0.8	-0.6
O=C(Nc1cccc2ncccc12)c1cccc(F)c1	-10.8	3.4	2.8	-0.3	-13.2	1.6	-0.5	2.8	2.4	-0.5
O=C(CCCCCN1C(=O)[C@@H]2Cc3ccccc3CN2C1=O)N[C@@H](Cc1ccc(O)cc1)C(=O)O	-1.4	-0.7	2.7	0.8	-17.9	13.6	-1.5	-0.1	-0.4	-1.5
NS(=O)(=O)c1cccc(NC(=O)CSc2nnc(C3CC3)n2C2CC2)c1	3.7	-20.7	-0.4	-4.7	-7.5	-3.3	-1.1	0.9	-2.5	-0.3
CSc1ccccc1NC(=S)N/N=C/c1cccn1Cc1ccc(F)cc1	0.8	-2.4	3.7	1.8	-3.5	-63.5	-2.1	4.0	-5.4	5.8

Compounds were not picked by outcome (roughly 1.9% active in at least one column).
